CatB block: inhibitors of human cathepsin B; 63,000 compounds, 0.1% hits; P07858; purified cathepsin B, fluorogenic substrate, fluorescence; inhibition, %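 (tested at 10 µM)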; in the data active = inhibition above about 21%;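 note: 0% = enzyme with no compound and 100% = no enzyme blank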
CatL block: blocks human cathepsin L protease activity | P07711 | purified cathepsin L, fluorogenic substrate, fluorescence | inhibition, %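 (tested at 10 µM)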 | 58,000 compounds, 0.17% hits; in the data active = inhibition above about 45%;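 note: 0% = enzyme with no compound and 100% = no enzyme blank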
ROCK2 blocker: inhibitors of human Rho kinase 2. purified ROCK2, Kinase-Glo ATP depletion luminescence. inhibition, % at 6 µM. O75116. 60,000 compounds, 0.35% hits;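 active = inhibition above the screen-wide mean inhibition plus 3 SD, cut at about 18% in these data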;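 note: plate controls were DMSO wells for no effect and Y-27632 control wells after no-enzyme background subtraction for full effect; many of its hits are not listed in these tables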
Target sequence (O75116 whole entry, looked up): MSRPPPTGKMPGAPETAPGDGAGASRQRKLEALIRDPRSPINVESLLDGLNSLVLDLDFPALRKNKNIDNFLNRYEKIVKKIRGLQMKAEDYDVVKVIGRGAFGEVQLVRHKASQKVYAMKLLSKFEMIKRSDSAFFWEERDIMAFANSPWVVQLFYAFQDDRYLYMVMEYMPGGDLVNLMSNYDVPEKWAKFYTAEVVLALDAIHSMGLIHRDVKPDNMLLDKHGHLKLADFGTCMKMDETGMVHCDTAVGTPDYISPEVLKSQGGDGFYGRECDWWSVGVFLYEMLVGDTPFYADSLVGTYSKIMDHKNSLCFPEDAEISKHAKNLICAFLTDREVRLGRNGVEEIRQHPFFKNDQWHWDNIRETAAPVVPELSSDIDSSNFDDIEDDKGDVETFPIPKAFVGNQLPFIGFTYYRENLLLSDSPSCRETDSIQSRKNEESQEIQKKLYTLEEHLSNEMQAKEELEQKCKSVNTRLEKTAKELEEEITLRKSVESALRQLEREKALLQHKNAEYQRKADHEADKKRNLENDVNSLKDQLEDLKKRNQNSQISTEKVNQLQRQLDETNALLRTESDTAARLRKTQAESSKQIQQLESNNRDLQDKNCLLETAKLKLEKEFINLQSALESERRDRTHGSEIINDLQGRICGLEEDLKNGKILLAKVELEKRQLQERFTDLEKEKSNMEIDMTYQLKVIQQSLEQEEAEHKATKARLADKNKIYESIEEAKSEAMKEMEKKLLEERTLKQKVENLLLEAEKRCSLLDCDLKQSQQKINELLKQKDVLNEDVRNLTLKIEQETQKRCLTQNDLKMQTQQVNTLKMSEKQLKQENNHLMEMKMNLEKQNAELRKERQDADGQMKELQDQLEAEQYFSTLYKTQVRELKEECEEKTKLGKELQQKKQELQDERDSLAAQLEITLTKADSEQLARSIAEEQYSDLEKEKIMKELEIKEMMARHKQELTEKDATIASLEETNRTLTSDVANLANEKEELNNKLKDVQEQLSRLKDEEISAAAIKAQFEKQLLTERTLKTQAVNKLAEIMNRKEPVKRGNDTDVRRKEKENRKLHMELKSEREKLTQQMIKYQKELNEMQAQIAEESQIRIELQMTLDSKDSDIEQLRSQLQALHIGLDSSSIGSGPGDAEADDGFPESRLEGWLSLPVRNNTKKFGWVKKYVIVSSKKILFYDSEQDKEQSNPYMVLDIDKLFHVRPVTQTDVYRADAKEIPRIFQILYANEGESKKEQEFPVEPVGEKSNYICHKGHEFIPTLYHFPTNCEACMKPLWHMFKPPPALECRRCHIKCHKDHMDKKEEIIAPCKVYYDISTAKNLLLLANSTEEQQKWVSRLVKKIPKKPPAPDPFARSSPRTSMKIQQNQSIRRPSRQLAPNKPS
CatS inh: blocks human cathepsin S protease activity; P25774; recombinant cathepsin S, AMC dipeptide fluorescence, pooled mixtures; 62,000 compounds, 0.06% hits; inhibition, %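 (tested at 5 µM per compound within 10-compound mixtures)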; in the data active = inhibition above about 32%, passing the limit was not always enough; inconclusive = no clear call, values can overlap the other calls;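 note: 0% = enzyme without compound and 100% = blank without enzyme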
HER2 expr 66K: lowers expression of human Her2 kinase; HER2 level % of control, % at 10 µM; P04626; 65,000 compounds, 0.69% hits; SKBR-3 HER2 protein level, AlphaScreen, 18-24 h; active compounds read low;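 active = HER2 level under 5% of the carrier-only control; inconclusive = no clear call, values can overlap the other calls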;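 note: 100% = DMSO carrier and 0% = 500 nM PU-H71 HSP90 inhibitor; lower value means stronger loss of Her2 protein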
PKA inh: blocks human protein kinase A activity; P17612; PKA Kemptide phosphorylation, Kinase-Glo ATP luminescence; inhibition, % at 6 µM; 65,000 compounds, 0.1% hits; AID 524;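 active = inhibition above the screen-wide mean inhibition plus 3 SD, cut at about 21% in these data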; note: many of its hits are not listed in these tables
CatB mixtures: human cathepsin B inhibition by mixtures | Purified cathepsin B, AMC dipeptide fluorescence, compound mixtures | P07858 | inhibition, %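 (ten-compound pools at 5 µM per compound and 50 µM total)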 | 62,000 compounds, 0.06% hits; in the data active = inhibition above about 22%, passing the limit was not always enough; inconclusive = no clear call, values can overlap the other calls;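 note: 0% = enzyme without compound and 100% = no enzyme blank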
CatG inh: blocks human cathepsin G enzyme activity; inhibition, % at 5 µM (by protocol); P08311; 62,000 compounds, 0.2% hits; AID 581; purified enzyme, AMC-tetrapeptide fluorescence, pooled mixtures;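 active = inhibition above 20% in each of the two mixture wells holding the compound; inactive = inhibition of 20% or less in either well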;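 note: 0% = enzyme control without mixture and 100% = blank lacking enzyme; strong numbers were not always called active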
C1s inh: human complement C1s inhibition; purified C1s, fluorogenic AMC substrate, pooled mixtures; mean inhibition % of two 10-compound mixtures (active compounds read high), % at 5 µM (by protocol); 62,000 compounds, 0.16% hits;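 active = inhibition above 20% in each of the two 10-compound mixture wells holding the compound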;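 note: 0% = enzyme wells lacking compound mixture and 100% = no-enzyme blank wells; some compounds called inactive have numbers as strong as hits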
The depositor's hits bear a star; ? = inconclusive; nt = no result given. These rows are one share of the data, so the mix of outcomes need not match the whole.

CatB block	CatL block	ROCK2 blocker	CatS inh	HER2 expr 66K	PKA inh	CatB mixtures	CatG inh	C1s inh	molecule
3	-1	4	0	80	5	3	10	-1	Cc1cc(C)nc(NC(=O)Cc2cccs2)n1
-1	nt	2	5	102	9	1	1	3	CSc1ccccc1NC(=O)c1cc(CC(C)C)on1
1	8	12	3	99	11	0	2	4	COc1ccccc1N1CCN(C2=NS(=O)(=O)c3ccccc32)CC1
nt	nt	-2	29	109	-3	0	6	17	CC(C)(C#N)N([O-])C=C[N+](=O)C(C)(C)C#N
2	-2	9	1	97	-3	2	-1	-2	Oc1[nH]c2ccccc2c1C=Nc1ccc2c(c1)OCCO2
4	11	0	7	66	5	3	-3	1	CCCc1nc(SCC(=O)N2CCCC2)c2ccccc2n1
1	0	4	4	100	-2	4	10	14	COc1ccc(Cl)cc1NC(=O)CSc1nnc(Cn2c(=O)sc3ccccc32)n1C
-1	5	6	13	81	8	7	7	10	Cc1nc(SCC(=O)NCc2ccco2)c2c(C)c(C)sc2n1
1	15	4	7	84	15	0	11	14	CC1CN=C(c2cccn2Cc2ccc(F)cc2Cl)O1 (stereo not given)
-1	-1	5	3	123	7	-6	-4	-18	CCCN1Cc2cccc(C(=O)NCc3ccc4c(c3)OCO4)c2C1=O
3	22	0	18	88	6	1	4	1	Cc1oc(-c2ccc(Cl)cc2)nc1CN1CCC(C(=O)NCCCN2CCCC2=O)CC1
9	13	2	nt	119	3	nt	nt	nt	COc1ccc(OC)c(C2NC(=O)c3sc(=S)n(-c4ccccc4)c3N2)c1 (stereo not given)
4	-6	1	-7	111	-12	4	12	17	O=C(CN1CCN(Cc2ccccc2F)C1=O)NCc1cccnc1
-1	-3	nt	-1	74	nt	-5	-6	-44	Cc1cc(OCCCCCNCCO)ccc1Cl
-1	2	2	nt	172	-2	nt	nt	nt	NC(=O)c1ccccc1OCCOCCOCCOc1ccccc1C(N)=O
-6	-2	4	0	94	1	3	-1	-1	C=CCc1ccccc1OCC(O)CNC (stereo not given)
6	-9	1	9	60	2	3	0	-44	CC(C)c1nc(N2CCN(C(=O)c3ccccc3)CC2)c(C#N)c2c1COC(C)(C)C2
-6	-16	-2	-19	66	6	-6	-8	-61	CC(=O)OCc1c(F)c(F)c(-n2nc(C)cc2C)c(F)c1F
nt	nt	7	3	99	8	-1	9	5	CCc1c(O)nc(SCC(=O)Nc2ccccc2C)[nH]c1=O
-3	-3	4	nt	82	6	nt	nt	nt	C=CCOC(=O)C1=C(C)NC(SCC(=O)N(CC)CC)=C(C#N)C1c1ccco1 (stereo not given)
-1	6	7	9	117	12	-2	3	2	O=C(NC(O)C(=O)c1cccs1)c1cccnc1 (stereo not given)
1	-43	2	2	86	4	1	4	-15	Cc1nnc2sc(-c3ccc(-c4ccc(Cl)c(C(F)(F)F)c4)o3)nn12
-2	-7	-1	12	103	-7	5	6	9	CSC1=NCCN1C(=O)COc1ccccc1
7	14	0	14	88	-3	4	-7	-20	Cc1nc2ccccc2c(=O)n1CCCn1ccnc1
-1	0	6	-2	88	4	6	1	-2	C=CCc1c(C)[nH]c(=S)c(C#N)c1C
6	-1	8	7	78	3	2	-1	0	O=C(Cc1ccc(S(=O)(=O)N2CCCC2)s1)Nc1nc2c(s1)CCCC2
-3	-321	-5	11	112	-1	-7	-50	-41	CCCCNC(=O)c1cc2c(=O)n3cccc(C)c3nc2n(CCN2CCOCC2)c1=N
4	nt	1	2	94	6	5	10	10	CCOC(=O)N1CCN(CC(=O)c2ccc3c(c2)CCN3)CC1
3	1	4	10	86	4	2	11	-3	COc1ccc(-c2noc(CSc3nnc(-c4ccncc4)n3-c3ccc(F)cc3)n2)cc1OC
2	-3	3	-4	85	7	0	6	-18	O=C(NC1CCCCC1)N1CCC(c2nc3ccc(Cl)cc3[nH]2)CC1

Given with values under each structure: entries from further up.
Values in the order: CatB block, CatL block, ROCK2 blocker, CatS inh, HER2 expr 66K, PKA inh, CatB mixtures, CatG inh, C1s inh
> Cc1cc(C)nc(NC(=O)Cc2cccs2)n1
    3, -1, 4, 0, 80, 5, 3, 10, -1
> CSc1ccccc1NC(=O)c1cc(CC(C)C)on1
    -1, nt, 2, 5, 102, 9, 1, 1, 3
> COc1ccccc1N1CCN(C2=NS(=O)(=O)c3ccccc32)CC1
    1, 8, 12, 3, 99, 11, 0, 2, 4
> CC(C)(C#N)N([O-])C=C[N+](=O)C(C)(C)C#N
    nt, nt, -2, 29, 109, -3, 0, 6, 17
> Oc1[nH]c2ccccc2c1C=Nc1ccc2c(c1)OCCO2
    2, -2, 9, 1, 97, -3, 2, -1, -2
> CCCc1nc(SCC(=O)N2CCCC2)c2ccccc2n1
    4, 11, 0, 7, 66, 5, 3, -3, 1
> COc1ccc(Cl)cc1NC(=O)CSc1nnc(Cn2c(=O)sc3ccccc32)n1C
    1, 0, 4, 4, 100, -2, 4, 10, 14
> Cc1nc(SCC(=O)NCc2ccco2)c2c(C)c(C)sc2n1
    -1, 5, 6, 13, 81, 8, 7, 7, 10
> CC1CN=C(c2cccn2Cc2ccc(F)cc2Cl)O1 (stereo not given)
    1, 15, 4, 7, 84, 15, 0, 11, 14
> CCCN1Cc2cccc(C(=O)NCc3ccc4c(c3)OCO4)c2C1=O
    -1, -1, 5, 3, 123, 7, -6, -4, -18
> Cc1oc(-c2ccc(Cl)cc2)nc1CN1CCC(C(=O)NCCCN2CCCC2=O)CC1
    3, 22, 0, 18, 88, 6, 1, 4, 1
> COc1ccc(OC)c(C2NC(=O)c3sc(=S)n(-c4ccccc4)c3N2)c1 (stereo not given)
    9, 13, 2, nt, 119, 3, nt, nt, nt
> O=C(CN1CCN(Cc2ccccc2F)C1=O)NCc1cccnc1
    4, -6, 1, -7, 111, -12, 4, 12, 17
> Cc1cc(OCCCCCNCCO)ccc1Cl
    -1, -3, nt, -1, 74, nt, -5, -6, -44
> NC(=O)c1ccccc1OCCOCCOCCOc1ccccc1C(N)=O
    -1, 2, 2, nt, 172, -2, nt, nt, nt
> C=CCc1ccccc1OCC(O)CNC (stereo not given)
    -6, -2, 4, 0, 94, 1, 3, -1, -1
> CC(C)c1nc(N2CCN(C(=O)c3ccccc3)CC2)c(C#N)c2c1COC(C)(C)C2
    6, -9, 1, 9, 60, 2, 3, 0, -44
> CC(=O)OCc1c(F)c(F)c(-n2nc(C)cc2C)c(F)c1F
    -6, -16, -2, -19, 66, 6, -6, -8, -61
> CCc1c(O)nc(SCC(=O)Nc2ccccc2C)[nH]c1=O
    nt, nt, 7, 3, 99, 8, -1, 9, 5

As entered above.
HER2 expr 66K result of `C=CCc1c(C)[nH]c(=S)c(C#N)c1C` is entered as 88
CatB mixtures result of `CC(C)c1nc(N2CCN(C(=O)c3ccccc3)CC2)c(C#N)c2c1COC(C)(C)C2` is entered as 3

More structures:
CatB block	CatL block	ROCK2 blocker	CatS inh	HER2 expr 66K	PKA inh	CatB mixtures	CatG inh	C1s inh	molecule
0	-6	10	-7	85	7	0	8	8	COc1ccc2[nH]c(C(=O)O)c(NS(=O)(=O)c3ccc(OC)c(OC)c3)c2c1
1	-4	6	-2	123	2	3	7	4	COc1ccc(-c2cc(-n3c(C(F)(F)F)nc4ccccc43)n(CCC#N)n2)cc1
1	-7	-4	-5	74	-8	1	0	2	CCCCOC(=O)C1=C(C)Nc2ncnn2C1c1ccc(OCC)c(OC)c1 (stereo not given)
0	nt	0	-6	109	6	-2	-9	-35	Cc1n[nH]c(C)c1S(=O)(=O)N(CC(=O)N1CCc2ccccc21)c1ccc(C(C)C)cc1
-2	-3	4	-6	41	-2	5	9	2	CCOCC(=O)Nc1c(C(=O)Nc2ccccc2OC)oc2ccccc12
0	-2	-1	?	93	-6	-7	1	-1	Cc1ccc(CCNC(=O)Cn2cccc2)cc1
-7	14	6	7	53	2	3	7	-46	Cc1cc(C(=O)Nc2c(C)n(C)n(-c3ccccc3)c2=O)c(C)o1
-2	7	1	12	87	-5	4	10	19	O=c1c2c3c(sc2ncn1/N=C/c1ccc(Br)o1)CCCC3
2	9	11	8	120	2	8	0	-18	CCN(CC)C(=O)c1sc(N)c(C#N)c1C
1	5	8	0	93	7	4	8	9	COC(=O)NC1(C(F)(F)F)C(=O)NC(C)=C1C(=O)OC (stereo not given)
-1	3	11	-1	113	10	-2	-2	-30	N#Cc1cccc(Cn2nnc(-c3ccccc3)n2)c1
1	21	-10	8	112	-2	-1	5	1	COc1ccc(Cn2c(CCC(=O)Nc3ccc(CC#N)cc3)nc3cccnc32)cc1
-2	-2	-5	-6	98	-5	-6	-2	1	COc1ccc(S(=O)(=O)c2ccc(OC)c(OC)c2)cc1OC
6	-10	2	2	109	1	5	13	17	CSC1=Nc2sc3c(c2C2=NCCN12)CCCC3
-1	0	-1	16	93	-6	-2	1	-14	CC(=O)c1ccc(OCCCC(=O)N2CCN(S(=O)(=O)c3cccs3)CC2)cc1
1	nt	7	7	113	6	2	13	5	Cc1cc(O)ccc1Nc1nc2ccccc2nc1Nc1ccc(O)cc1C
-6	6	0	7	80	2	-2	0	-4	CCN1CCN(C(=O)c2cc3c(s2)-c2ccccc2S(=O)(=O)C3)CC1
4	5	9	7	86	-2	0	-13	-10	Oc1ccc(Nc2nc(-c3ccc(O)cc3)cs2)cc1
6	7	5	10	112	3	0	14	-11	COc1ccc(-c2cc(C(=O)NC(C(=O)O)C(C)C)c(C)o2)cc1OC (stereo not given)
1	6	-1	16	125	-2	3	9	18	O=C(CCSCCC(=O)N1CCCC1)N1CCCC1
2	4	4	-2	101	12	2	5	-2	NC12CC3CC(C1)CC(O)(C3)C2
4	-3	6	0	91	1	6	-2	-20	O=C1CC(c2ccc3c(c2)OCO3)CN1 (stereo not given)
-1	-45	3	5	-2.8*	5	9	0	-6	CC(=O)c1sc2nc(-c3cccs3)cc(C(F)(F)F)c2c1N
-1	1	12	nt	126	6	nt	nt	nt	Cc1c(/C(O)=C2\C(=O)C(=O)N(CCN(C)C)C2c2cccnc2)cnn1-c1ccccc1 (stereo not given)
0	10	3	4	63	12	1	0	0	Cc1ccc(OCC(=O)Nc2nnn(C)n2)c(C)c1
5	nt	-1	-2	83	5	0	-3	1	CN1CCN(c2ccccc2NC(=O)Cc2cn(C)c3ccccc23)CC1
0	2	1	-1	111	1	5	9	15	N#Cc1nc(-c2ccco2)oc1N1CCN(Cc2ccccc2)CC1
4	nt	-2	8	96	-6	4	10	-2	O=C(CCn1c(=O)oc2ccccc21)NCCCN1CCCC1=O
0	-3	-1	-2	77	0	3	10	15	Cc1cc(Cl)ccc1OC(C)C(=O)Nc1ccccc1N1CCOCC1 (stereo not given)
-1	0	12	-1	77	10	2	0	-1	NS(=O)(=O)c1ccc(Nc2nc(-c3ccc(O)cc3)cs2)cc1
3	6	2	13	108	5	5	10	14	Cc1n[nH]c(=O)nc1NCCN(C)C
2	-5	2	-2	87	-2	1	-7	-8	O=C(NCc1ccncc1)c1cccc(Cn2cc(Br)cn2)c1
-5	-17	1	nt	86	4	nt	nt	nt	CCn1cc(C(=O)NCc2ccccn2)c(=O)c2cc(F)c(N3CCN(C)CC3)cc21
-4	3	3	19	84	5	4	-2	3	CC1CN(C(=O)CCn2c(=O)oc3ccccc32)CC(C)O1 (stereo not given)
-2	19	2	11	95	6	1	3	-9	Cc1cc(S(=O)(=O)N(Cc2ccccc2)Cc2ccc(N(C)C)cc2)ccc1-n1cnnn1
0	8	-3	-2	83	-1	5	0	29	Cc1nnc(SCC(=O)Nc2ccc3c(c2)OCCO3)n1CC1CCCO1 (stereo not given)
